Screens from PubChem BioAssay.
GPR35 antagonists – GPR35 antagonists blocking zaprinast-driven arrestin recruitment, primary screen, imaging, U2OS, beta-arrestin-GFP, zaprinast agonist (AID 2058). U2OS GPR35 beta-arrestin-GFP translocation imaging, zaprinast antagonism; higher % means a stronger effect. inhibition, % at 10 µM; hits with a dose series show IC50 in µM. actives 0.052% (n = 290,000);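 active = inhibition of at least 50% with at least 30 cells and total cytoplasm GFP at most 10,000,000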
GPR55 LPI antagonism – inhibition of LPI-stimulated GPR55 beta-arrestin translocation – imaging, U2OS, beta-arrestin-GFP, LPI agonist, primary screen (AID 2013); U2OS GPR55 beta-arrestin-GFP translocation imaging, LPI antagonism; higher % means a stronger effect; inhibition, % at 10 µM, or IC50 in µM where a hit was titrated; actives 0.13% (n = 290,000);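 active = spots per cell inhibited over 60%, with over 100 cells counted and total cytoplasm intensity under 500,000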;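 note: U2OS cells stably carrying GPR55 and arrestin-GFP stimulated by 5 µM LPI near EC80; imaged beta-arrestin-GFP aggregate spots per cell after agonist stimulation; plate controls were LPI-stimulated DMSO wells for no effect and DMSO wells without LPI for full effect; some results filed as inactive read as strong as hits; confirmed hits need IC50 under 10 µM and bright autofluorescent wells are also inconclusive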
KOR beta-arrestin-1 – KOR antagonists, beta-arrestin recruitment, cell-based, luminescence, uHTS (AID 1778). KOR beta-arrestin recruitment, luminescence, antagonist mode; higher % means a stronger effect. inhibition, % at 10 µM, or IC50 in µM where a hit was titrated. actives 0.091% (n = 290,000); in the data active = inhibition above about 50%; note: strong numbers were not always called active
NTR1 agonist – NTR1-driven beta-arrestin-GFP spot formation – imaging, U2OS cells, high content, primary screen (AID 493036); P30989; activation, % at 20 µM; agonist mode; actives 0.17% (n = 330,000);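 active = activation at or above 40% of the spot to cytoplasm intensity ratio, with at least 20 cells analyzed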;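 note: 0% = DMSO without peptide and 100% = 100 nM NTR1 peptide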
Target sequence (P30989 whole entry, looked up): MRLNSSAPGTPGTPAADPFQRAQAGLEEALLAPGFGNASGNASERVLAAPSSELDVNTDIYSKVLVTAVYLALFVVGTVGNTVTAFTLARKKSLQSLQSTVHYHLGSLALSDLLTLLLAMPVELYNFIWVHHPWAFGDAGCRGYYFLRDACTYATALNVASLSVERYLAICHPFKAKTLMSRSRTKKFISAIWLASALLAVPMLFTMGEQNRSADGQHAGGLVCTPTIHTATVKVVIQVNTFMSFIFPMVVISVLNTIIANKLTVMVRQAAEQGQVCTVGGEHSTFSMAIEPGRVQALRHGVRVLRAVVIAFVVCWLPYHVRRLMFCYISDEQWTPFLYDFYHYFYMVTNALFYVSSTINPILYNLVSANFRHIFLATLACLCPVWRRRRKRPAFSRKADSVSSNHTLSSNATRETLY
GPR55 activation – GPR55 agonists via beta-arrestin recruitment, primary screen, imaging, U2OS cells, beta-arrestin-GFP redistribution (AID 1961) | U2OS GPR55 beta-arrestin-GFP redistribution imaging; higher % means a stronger effect | activation, % at 10 µM, or EC50 in µM where a hit was titrated | actives 0.048% (n = 290,000);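 active = activation above 40% with more than 50 cells counted in the well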;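 note: U2OS osteosarcoma cells stably expressing GPR55 and beta-arrestin-GFP; plate controls were DMSO negative control for no effect and LPI positive control for full effect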
T cell HTS – T cell immune modulation candidate; calls only at 7 µM; actives 0.068% (n = 330,000); 2C CD8+ T cell-vesicle binding, flow cytometry; active compounds read low;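 active = response, share of CD8 T cells binding vesicles, and their 90th percentile fluorescence all below set limits, cut at about 80% in these data, passing the limit was not always enough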
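Test system: purified 2C TCR transgenic mouse naive CD8+ T cells. Probe or stimulus: QL9-peptide-loaded Drosophila micro-vesicles bearing Ld, ICAM-1 and B7-1. Incubation: binding step 1.5 h, 37 °C, antibody labelling 20 min, ice. Measured by: flow cytometry of vesicle-bound cells.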
KOR beta-arrestin-2 – KOR agonists, beta-arrestin recruitment, primary screen, cell-based, luminescence, uHTS (AID 1777) | KOR beta-arrestin recruitment, luminescence; higher % means a stronger effect | activation, % at 10 µM; hits with a dose series show EC50 in µM | actives 0.02% (n = 280,000); in the data active = activation above about 50%, passing the limit was not always enough; note: a part of the inactive calls stands beside numbers as strong as those of hits
West Nile antiviral – inhibition of WNV-induced cytopathic effect – cell-based, CPE readout (AID 1621). CPE inhibition, % at 10 µM; hits with a dose series show IC50 in µM. actives 0.02% (n = 290,000). West Nile virus-infected cells, CPE inhibition; higher % means a stronger effect; in the data active = a potency from the dose series; note: strong numbers were not always called active
PhoP inhibition – PhoP-dependent GFP reporter repression – Salmonella Typhimurium, primary screen (AID 1863). S. Typhimurium PhoP-regulated promoter GFP reporter, 4 h; higher % means a stronger effect. actives 0.16% (n = 300,000). inhibition, % at 50 µM; hits with a dose series show IC50 in µM;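 active = inhibition over 29.93%, a cutoff 3 SD above the screen mean, later confirmed by dose response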;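 note: 0% = low Mg2+ inducing control and 100% = high Mg2+ repressing control; strong numbers were not always called active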
T cell HTS vesicle-bound % – further read-out of T cell HTS, marked with its call; double positive events, %; measured here: CD8+ vesicle-bound cell fraction;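 binding gate set so that unloaded-vesicle control wells show 10% double positive cells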
NTR1 agonist cell count 20 µM – second read-out of NTR1 agonist, no call of its own (marks repeat the call); cell count; measured here: cell count, cytotoxicity flag
An asterisk follows results filed as active; i = inactive; x = no result given; [ ] = another dose, or the depositor's remark. Not a hit list (roughly 0.62% active in at least one column).

SMILES	GPR35 antagonists	GPR55 LPI antagonism	KOR beta-arrestin-1	NTR1 agonist	NTR1 agonist cell count 20 µM	GPR55 activation	T cell HTS	T cell HTS vesicle-bound %	KOR beta-arrestin-2	West Nile antiviral	PhoP inhibition
Cc1ccc(-c2nnc(SCc3ccc(C#N)cc3)n2Cc2ccco2)cc1	-1%	20%	-26%	1.2	49	-0.1%	i	24	2.4%	-0.1%	-3%
CN(C)CCNC(=O)c1ccc(CS(=O)(=O)c2c(Cl)cccc2Cl)o1	21%	-9%	-4%	-2.9	61	-0.1%	i	33	-0.2%	0.0%	7%
O=C1CN(C(=O)COc2ccc(F)cc2Cl)c2ccccc2N1	-7%	4%	2%	-1.0	71	-0.2%	i	36	2.3%	1.4%	-2%
Cc1c(NC(=O)Nc2ccccc2Cl)c(=O)n(-c2ccccc2)n1C	-7%	-3%	-8%	-0.5	29	-0.2%	i	43	-4.9%	-0.3%	-2%
CCC1(C)Cc2c(sc3nc(NN)n(C)c(=O)c23)CO1 (stereo unspecified)	1%	16%	13%	1.7	53	0.3%	i	33	15%	-0.1%	-2%
CCn1c(=O)c2cc(C(=O)NCCCOC)sc2c2ccccc21	-10%	28%	-52%	-1.2	81	-0.1%	i	22	1.3%	-0.3%	-1%
Cc1c(NC(=O)c2cccs2)cccc1NC(=O)c1cccs1	8%	-5%	-2%	-0.7	59	0.3%	i	64	7.8%	-0.3%	-7%
Clc1ccc(Sc2oc(/C=N/n3cnnc3)cc2Br)cc1	-2%	2%	-5%	-0.9	86	-0.2%	i	49	8.7%	0.3%	-4%
C=CCN1C(=O)CN=C1Nc1cc(C)cc(C)c1	-3%	7%	3%	-2.3	93	0.3%	i	57	1.6%	0.1%	9%
O=C(CSc1nnc(CNC(=O)c2cccs2)o1)Nc1cccc(F)c1	-24%	-6%	0%	0.2	44	-0.1%	i	40	1.2%	0.1%	-2%
Cc1ccc(OCCCC(=O)Nc2ccc(Br)cc2)cc1	-5%	-3%	19%	-6.4	93	-0.4%	i	46	9.3%	0.3%	1%
COc1ccc(N2C(=O)CCC(C(=O)NCCCN3CCC(C)CC3)C2c2ccc(OC)c(OC)c2)cc1 (stereo unspecified)	12%	10%	15%	3.7	66	0.2%	i	40	-3.7%	0.9%	-5%
OC(CSc1ccccc1Cl)CN1CCN(c2ccccc2F)CC1 (stereo unspecified)	2%	20%	3%	2.5	62	0.5%	i	50	-0.5%	-0.9%	24%
CCCn1c(=O)c(C(=O)NNC(=O)c2ccc(Cl)cc2Cl)c(O)c2ccccc21	1%	6%	-3%	9.9	47	-0.1%	i	1	3.6%	0.8%	-1%
CCCc1[nH]n(-c2ccc([N+](=O)[O-])cc2)c(=O)c1C=NCCCn1ccnc1	2%	-8%	-15%[20 µM]	0.0	37	0.2%	i	46	x	0.1%	-2%
Cc1ccc(S(=O)(=O)CCSc2n[nH]c(=O)n2-c2ccc3c(c2)OCCO3)cc1	-13%	-9%	-11%	-0.2	42	-0.2%	i	10	2.8%	2.6%	x
CC(C)CN1CCC(=O)N([C@H](CN=[N+]=[N-])Cc2ccccc2)CC1	3%	-16%	-16%[20 µM]	-0.3	101	-0.3%	i	18	-2.8%	0.3%	x
COc1ccccc1OCCn1cc(/C=C(\C#N)C(=O)NCc2ccco2)c2ccccc21	14%	11%	12%	-0.4	35	-0.4%	i	26	-0.9%	-0.7%	-5%
O=C(Nc1nc2ccccc2s1)c1cc(-c2ccccc2)nn1-c1ccccc1	19%	1%	-50%	4.8	25	0.1%	i	27	11%	-2.0%	-7%
CCCCN(CC)C(=O)C1CCCN(S(=O)(=O)c2cccc3nsnc23)C1 (stereo unspecified)	-4%	-6%	-6%	-1.3	57	0.2%	i	16	-4.1%	0.0%	6%
COc1ccc(C/C(C)=N/NC(=S)Nc2ccc(C(C)C)cc2)cc1	0%	14%	15%	-0.3	69	-0.1%	i	50	0.5%	-0.1%	10%
CSCCCN1CCCC(CO)(Cc2ccccc2F)C1 (stereo unspecified)	-4%	-37%	-39%[20 µM]	0.6	42	-0.1%	i	11	-3.3%	-0.4%	-3%
Cc1cccc2cc(C(c3nnnn3C(C)(C)C)N(Cc3ccco3)CC3CCCO3)c(=O)[nH]c12 (stereo unspecified)	1%	6%	8%	-0.6	79	0.3%	i	42	-1.5%	0.1%	3%
O=C(NNC(=O)c1ccccc1-n1cccc1)c1ccccc1	4%	12%	-13%	-1.4	54	-0.1%	i	43	0.1%	0.0%	3%
CCOC(=O)c1c(C)n(C)c2ccc(OCC(O)CN3CCCCCC3)cc12 (stereo unspecified)	-2%	2%	6%	1.8	67	0.2%	i	15	-1.9%	-0.1%	8%
Following part:
SMILES	GPR35 antagonists	GPR55 LPI antagonism	KOR beta-arrestin-1	NTR1 agonist	NTR1 agonist cell count 20 µM	GPR55 activation	T cell HTS	T cell HTS vesicle-bound %	KOR beta-arrestin-2	West Nile antiviral	PhoP inhibition
COc1ccccc1CN1CC(C(=O)NCc2ncccc2C)CCC1=O (stereo unspecified)	9%	12%	-11%	0.8	62	-0.1%	i	38	1.0%	-0.8%	-1%
CC1CCN(C(=O)c2ccc(N(C)S(C)(=O)=O)cc2)CC1	4%	-3%	34%	-1.0	46	0.2%	i	46	-2.0%	0.7%	2%
COc1ccc(/C=C/CN2CCN(Cc3ccc(F)cc3)C(CCO)C2)cc1 (stereo unspecified)	5%	2%	-1%[20 µM]	3.0	52	-0.1%	i	30	3.9%	-1.1%	x
COc1ccccc1C(=O)N1CCN(C(=O)c2oc3ccc(C)cc3c2C)CC1	8%	0%	10%	0.6	66	-0.1%	i	2	-1.0%	-0.7%	5%
Cc1cccn2cc(-c3ccc(S(=O)(=O)N4CCCCC4)cc3)nc12	3%	-9%	-20%[20 µM]	0.6	66	0.2%	i	27	x	-1.0%	5%
O=C(Cc1ccc2c(c1)OCCO2)c1c(O)cc(O)cc1O	1%	-1%	-5%	-2.0	55	-0.1%	i	40	-1.3%	-0.3%	16%
CSc1nc(-c2ccco2)nn1S(C)(=O)=O	-7%	11%	6%	0.2	56	-0.1%	i	39	-3.2%	0.1%	-9%
Cc1ccc(N2CC(C(=O)NCCS(=O)(=O)N3CCN(c4ccc(F)cc4)CC3)CC2=O)cc1 (stereo unspecified)	10%	8%	-46%	-0.4	71	-0.1%	i	14	0.8%	-0.1%	-7%
Nc1cccc(C(=O)Nc2ccc3nc(-c4cccnc4)[nH]c3c2)c1	-4%	-2%	11%	0.7	35	0.1%	i	5	3.1%	0.4%	8%
COC(=O)c1cn(-c2ccc(Cl)cc2)c(=O)c2ccccc12	5%	3%	15%	0.3	37	0.1%	i	20	-1.7%	-0.1%	-12%
O=C(/C=C/c1ccccc1)N1CCC(c2ccccc2)C1 (stereo unspecified)	-16%	11%	-17%	-0.5	57	0.5%	i	9	6.4%	-1.1%	13%
Cc1ccc([C@@H]2[C@@H]3C(=O)N(c4ccccc4)C(=O)[C@@H]3[C@]3(Cc4ccccc4)C(=O)N(CC4CC4)CC(=O)N23)o1	8%	5%	-29%[20 µM]	-3.5	82	0.2%	i	29	-5.7%	-1.3%	-2%
CCN(C1=NS(=O)(=O)c2ccccc21)N(CC)S(=O)(=O)c1ccc(C)cc1	3%	7%	-2%	0.8	75	0.2%	i	61	-2.8%	-1.0%	0%
Cc1cnn(-c2cc(Oc3ccccc3)ncn2)c1	13%	-5%	x	-0.3	75	0.2%	i	15	16%	-0.3%	-3%
Cn1c(NCCCN2CCOCC2)nc2c1c(=O)n(Cc1ccc(Cl)c(Cl)c1)c(=O)n2C	1%	-9%	16%	-0.7	84	0.6%	i	35	-0.2%	0.1%	0%
NS(=O)(=O)c1ccc(CCNC(=S)Nc2ccc(F)cc2)cc1	-1%	6%	-32%[20 µM]	0.7	40	0.5%	i	21	2.7%	0.2%	-3%
Cc1ccc(S(=O)(=O)N2CCCCC2)cc1NC(=O)COC(=O)c1ccc2c(c1)OCO2	4%	0%	24%	1.1	44	-0.3%	i	0	4.6%	0.7%	2%
O=C(N/N=C/c1cc(Cl)cc([N+](=O)[O-])c1O)C(O)(c1ccccc1)c1ccccc1	-3%	2%	11%[20 µM]	0.2	65	0.3%	i	58	-2.3%	-0.7%	8%
CC(C)c1cc(C(=O)NNC(=S)NC2CCCCC2)cs1	3%	-12%	-8%	0.4	58	0.2%	i	22	-2.2%	-0.4%	-6%
CCOC(=O)c1cc(C)sc1NC(=O)CSc1nccn1C	-10%	-1%	9%	-0.8	50	0.0%	i	11	-5.1%	-1.1%	-4%
COc1cc(C2CC(=O)Oc3c(C(CCN4CCCC(C)C4)c4ccc(N(C)C)cc4)c(OC)cc(OC)c32)cc(OC)c1OC (stereo unspecified)	13%	3%	8%	2.9	80	0.7%	x	x	1.4%	-0.5%	-3%
Cc1nc(SCC(=O)N2CCc3ccccc3C2)c2c(C)c(C)sc2n1	-5%	-14%	9%	19	46	-0.3%	i	13	-1.6%	-0.6%	10%
COCCN(C(=O)CSc1nnc(-c2ccccc2F)n1N)c1c(N)n(Cc2ccccc2)c(=O)[nH]c1=O	2%	-4%	-27%	1.1	65	-0.1%	i	22	3.2%	0.3%	5%
Cc1cc(C)c2c(CC(=O)NC(C)C)coc2c1	13%	9%	6%	3.1	69	-0.3%	i	51	-0.1%	-0.3%	-5%
COC(Cc1n[nH]c(=S)n1-c1ccccc1)OC	20%	10%	-18%	-0.2	83	0.0%	i	60	2.6%	0.7%	-10%
N=C1CCCN1CC(=O)c1cccs1	4%	-1%	-24%[20 µM]	-1.1	48	-0.1%	i	43	-3.4%	0.0%	5%

As a working copy, some entries already given:
SMILES	GPR35 antagonists	GPR55 LPI antagonism	KOR beta-arrestin-1	NTR1 agonist	NTR1 agonist cell count 20 µM	GPR55 activation	T cell HTS	T cell HTS vesicle-bound %	KOR beta-arrestin-2	West Nile antiviral	PhoP inhibition
COc1ccccc1CN1CC(C(=O)NCc2ncccc2C)CCC1=O (stereo unspecified)	9%	12%	-11%	0.8	62	-0.1%	i	38	1.0%	-0.8%	-1%
CC1CCN(C(=O)c2ccc(N(C)S(C)(=O)=O)cc2)CC1	4%	-3%	34%	-1.0	46	0.2%	i	46	-2.0%	0.7%	2%
COc1ccc(/C=C/CN2CCN(Cc3ccc(F)cc3)C(CCO)C2)cc1 (stereo unspecified)	5%	2%	-1%[20 µM]	3.0	52	-0.1%	i	30	3.9%	-1.1%	x
COc1ccccc1C(=O)N1CCN(C(=O)c2oc3ccc(C)cc3c2C)CC1	8%	0%	10%	0.6	66	-0.1%	i	2	-1.0%	-0.7%	5%
Cc1cccn2cc(-c3ccc(S(=O)(=O)N4CCCCC4)cc3)nc12	3%	-9%	-20%[20 µM]	0.6	66	0.2%	i	27	x	-1.0%	5%
